High-throughput results: PubChem BioAssay, National Center for Advancing Translational Sciences (NCATS)
SNCA viab count: cell viability loss counter-screen; AID 1671193; Potency, µM (series often up to 57.1 µM), for the others: at the highest dose activity change, negative = cytotoxicity, usual class: cytotoxic; 0.12% of 150,000 active; HEK-293-SNCA-luc viability, GF-AFC fluorescence, 24 h;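 also: potency is read from the fitted curve at half-maximal effect; 0% = DMSO-treated cells and -100% = medium-only wells without cells; nearly all actives have a fitted effect of over 30% in size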
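HEK-293-SNCA-luc cells (1500/well) plated 24 h, then exposed 24 h to a dilution series; GF-AFC added 30 min at 37C, fluorescence 405/540 nm; normalised to medium-only and DMSO wells, Hill fit.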
GPT2 inh: blocks human glutamate pyruvate transaminase 2; 0.25% of 100,000 active; AID 1671188; Recombinant GPT2, coupled pyruvate oxidase/HRP Amplex Red fluorescence; Potency, µM (top dose mostly 57.7 µM), inactives show at the highest dose activity change, negative = inhibition, usual class: inhibitors; Q8TD30; also: potency is read from the fitted curve at half-maximal effect; nearly all actives have a fitted effect of over 60% in size; many of its hits are not listed in these tables
Target sequence (Q8TD30 whole entry, looked up): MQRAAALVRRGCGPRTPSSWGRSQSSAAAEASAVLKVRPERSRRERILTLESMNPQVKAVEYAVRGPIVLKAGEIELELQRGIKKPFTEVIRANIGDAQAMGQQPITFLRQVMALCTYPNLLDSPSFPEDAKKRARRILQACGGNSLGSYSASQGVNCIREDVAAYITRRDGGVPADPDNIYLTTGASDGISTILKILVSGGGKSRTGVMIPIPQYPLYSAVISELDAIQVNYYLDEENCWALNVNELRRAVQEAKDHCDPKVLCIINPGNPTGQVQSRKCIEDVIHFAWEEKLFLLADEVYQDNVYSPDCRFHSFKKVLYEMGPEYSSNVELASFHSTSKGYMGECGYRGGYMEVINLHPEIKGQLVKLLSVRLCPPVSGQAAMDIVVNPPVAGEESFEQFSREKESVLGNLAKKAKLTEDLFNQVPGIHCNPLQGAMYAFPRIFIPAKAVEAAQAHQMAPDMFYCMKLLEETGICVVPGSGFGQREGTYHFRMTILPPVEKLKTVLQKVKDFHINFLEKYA
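Fluorescence read-out: pyruvate from GPT2 turnover coupled to pyruvate oxidase, HRP and Amplex Red (0.2mM ThPP, 0.2U/mL PO and HRP, 50uM Amplex final). Substrates 250uM a-KG, 2mM L-alanine; enzyme 10ng/uL; 30 min RT.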
IP6K1 inhibitor: blocks human inositol hexakisphosphate kinase 1; activity change, % (series mostly up to about 58 µM); IP6K1 kinase, ADP-Glo luminescence, 2 h; stronger effect = lower value; 0.81% of 140,000 active; Q92551; in the data active = activity change below about -25%
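ADP-Glo luminescence measures ADP made by human IP6K1 during a 2 h RT reaction with ATP/IP6 (mix at 1.3 mM/130 uM); top library doses 57.5 and 19.1 uM final.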
3T3 cytotox: cytotoxic compounds in NIH 3T3 cells; NIH 3T3 viability, CellTiter-Glo ATP luminescence, 48-72 h; Potency, µM (top dose mostly 96.7 µM), for the others: top-dose activity change, negative = cytotoxicity, most hits filed as inhibitors; 4.3% of 94,000 active; AID 1345082; also: potency is read from the fitted curve at half-maximal effect; nearly all actives have a fitted effect of over 55% in size
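NIH 3T3 cells at 400 cells/well received 23 nL of compound by pintool and were incubated 48 or 72 h at 37 °C. Viability was read as ATP-coupled CellTiter-Glo luminescence.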
HEK cytotox: cytotoxic compounds in HEK 293 cells | 6.6% of 94,000 active | Potency, µM (series often up to 115 µM), inactives show at the highest dose activity change, negative = cytotoxicity, most hits filed as inhibitors | HEK 293 viability, ATP luminescence (CellTiter-Glo), 48-72 h; also: potency is read from the fitted curve at half-maximal effect; nearly all actives have a fitted effect of over 60% in size
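HEK 293 cells seeded at 250 cells/well were exposed to compound for 48 or 72 hr at 37 degree Celsius. Viability taken as ATP content by CellTiter-Glo luminescence.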
SNCA expr inhib: inhibitors of alpha-synuclein (SNCA) gene expression; Potency, µM (series often up to 57.2 µM), for inactives: at the highest dose activity change, negative = inhibition, actives largely listed as inhibitors; HEK-293 SNCA-luciferase knock-in, luminescence, 24 h; 0.17% of 140,000 active;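 also: potency is read from the fitted curve at half-maximal effect; plate controls were DMSO cells for no effect and cell-free wells for full effect; nearly all actives have a fitted effect of over 45% in size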
Luciferase inh: blocks purified firefly luciferase enzyme activity; purified P. pyralis luciferase, luminescence, biochemical; Potency, µM (doses to about 115 µM), for inactives: top-dose activity change, negative = inhibition, most hits filed as inhibitors; 2.5% of 76,000 active; also: potency is read from the fitted curve at half-maximal effect; nearly all actives have a fitted effect of over 65% in size
Target sequence (P08659 whole entry, looked up): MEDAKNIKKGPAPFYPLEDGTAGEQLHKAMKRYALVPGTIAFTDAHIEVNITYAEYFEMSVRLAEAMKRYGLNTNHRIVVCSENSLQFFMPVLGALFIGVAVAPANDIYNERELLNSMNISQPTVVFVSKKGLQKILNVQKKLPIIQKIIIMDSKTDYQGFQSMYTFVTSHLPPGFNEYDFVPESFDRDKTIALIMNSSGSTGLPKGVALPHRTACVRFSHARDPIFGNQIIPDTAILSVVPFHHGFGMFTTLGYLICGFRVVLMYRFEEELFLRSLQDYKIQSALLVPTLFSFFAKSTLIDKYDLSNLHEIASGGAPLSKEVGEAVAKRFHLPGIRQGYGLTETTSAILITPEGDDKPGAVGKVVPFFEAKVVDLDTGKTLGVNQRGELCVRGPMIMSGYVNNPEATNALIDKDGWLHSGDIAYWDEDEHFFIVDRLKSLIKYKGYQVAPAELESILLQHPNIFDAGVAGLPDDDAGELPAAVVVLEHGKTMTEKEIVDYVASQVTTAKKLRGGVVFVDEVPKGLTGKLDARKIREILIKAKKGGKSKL
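Inhibitors were tested against purified firefly luciferase in a biochemical, low-substrate format (both substrates at 10uM) and luminescence measured with a CCD imager.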
An asterisk follows results filed as active; i = inactive; ? = inconclusive; / = no result given; & = joins results of further samples; [ ] = remark or other dose. Unless noted, calls follow the shape of the dose curve; as a rule, active = well fitted curve in the direction sought with a large enough effect; inconclusive = small, poorly fitted or top-dose-only effect, or another doubt; inactive = no such curve, though single readings can be large; an effect the other way counts as inactive or inconclusive. Unless noted, % is scaled to controls: 0 for no effect and ±100 for the full control effect. These rows are one share of the data; count on the stated rates, not on these rows.

Value order: SNCA viab count | GPT2 inh | IP6K1 inhibitor | 3T3 cytotox | HEK cytotox | SNCA expr inhib | Luciferase inh
1. N[C@H]1[C@H](O)[C@@H](N2CCCCC2)[C@@H]2OC[C@H]1O2
→ 2%[87.6 µM] | ? | 7 | -17%[174 µM] | -17%[230 µM] | 4%[87.6 µM] | -13%[230 µM]
2. COc1cncc(NC(=O)C2=NO[C@@H]3CN(CC4CC4)C[C@H]23)c1
→ -1%[87.6 µM] | 3%[88.5 µM] | 36 | ? | -8%[172 µM] | 59%[activator][87.6 µM] | 6%[172 µM]
3. O=C(C1CCCC1)N1CCC(C(=O)O)(c2ccccc2)CC1
→ 10% | 3% | -2 | -15% | -12% | 11% | /
4. OCC1CN(C2CCC2)CC12CCNCC2 (stereo not drawn)
→ 6%[12.5 µM] | -9% | 46 | -17% | 2% | 22% | -16%
5. Cc1ccccc1-n1c(/C=C/c2ccccc2F)nc2ccccc2c1=O
→ -25% | / | -3 | / | / | ? | /
6. O=S(=O)(NC[C@H]1C[C@@H]2CCN1C[C@@H]2CN1CCC(Cc2ccccc2)CC1)c1ccc(Cl)cc1
→ ? | 1% | -8 | 14µM* | 7.1µM* | -37% | 0%
7. CC[C@H]1CN2CC[C@H]1C[C@@H]2CNC(=O)CCC(=O)O
→ -3%[87.6 µM] | 1%[88.5 µM] | 26 | -16%[230 µM] | -5%[230 µM] | -18%[87.6 µM] | 1%[230 µM]
8. COc1cc(N)c(Cl)cc1C(=O)NC1CN2CCC1CC2 (stereo not drawn)
→ 45%[23.9 µM] | i | 1 | / | / | -19%[25.6 µM] | /
9. O=C(C1CCCCC1)N1C[C@@H]2C[C@H](C1)c1c(/C=C/c3ccc(Cl)cc3)ccc(=O)n1C2
→ -29% | -6% | 18 | -4% | -13% | 8% | 10%
10. COC[C@H]1CCCN1C[C@H]1CN2CC[C@H]1C[C@@H]2CNC(=O)Nc1ccc(OC)cc1
→ -13%[87.6 µM] | -1%[88.5 µM] | 19 | -4%[138 µM] | -12%[172 µM] | 0%[87.6 µM] | 0%[172 µM]
11. COc1ccc(CC(=O)N2CC3(CCN(C)CC3)c3cc(OC)c(OCc4ccccc4)cc32)cc1
→ ? | i | -1 | ? | 32µM* | 3% | -3%
12. Cc1nc(-c2ccccc2)cc([C@H]2CN3CC[C@H]2C[C@@H]3CNC(=O)C(C)(C)C)n1
→ -15%[87.6 µM] | i | 6 | ? | ? | 16%[87.6 µM] | -12%[172 µM]
13. CN1CCN(C)c2cc(Nc3ccncc3)ncc2C1
→ -23%[87.6 µM] | 2%[88.5 µM] | -11 | ? | -9%[230 µM] | -17%[87.6 µM] | 1%[230 µM]
14. O=C1CO[C@H]2CN(C3CCOCC3)C[C@H]2N1Cc1ccccn1
→ 1%[87.6 µM] | i | 5 | i | i | -20%[87.6 µM] | 5%[172 µM]
15. N[C@@H]1C[C@H]1c1ccccc1
→ 20%[23.9 µM] | i | 4 | / | / | 67%[25.6 µM] | /
16. CCS(=O)(=O)Nc1cccc(C(=C2CCCCC2)c2cnc[nH]2)c1
→ -4% | i | / | / | / | 1% | /
17. CSCC[C@@H](NC(=O)[C@@H](Cc1ccccc1)NC(=O)CNC(=O)CNC(=O)[C@@H](N)Cc1ccc(O)cc1)C(=O)O
→ -5% | i | / | / | / | 3% | /
18. N#CC(OC1OC(COC2OC(CO)C(O)C(O)C2O)C(O)C(O)C1O)c1ccccc1 (stereo not drawn)
→ -7%[23.9 µM] | -5%[27.3 µM] | 18 | / | / | / | /
19. COc1ccccc1-c1cc([C@H]2CN3CC[C@H]2C[C@@H]3COC(=O)Nc2ccccc2)nc(C)n1
→ 5% | 1% | 9 | ? | ? | 5% | -10%
20. CN1CC[C@]23c4c5ccc(O)c4O[C@H]2[C@@H](O)C=C[C@H]3[C@H]1C5
→ 22% | 28µM* | 2 | / | / | 11% | /
21. Cn1nc(C2CCCCC2)cc1[C@H]1CN2CC[C@H]1C[C@@H]2CO
→ 2%[87.6 µM] | 2%[88.5 µM] | 0 | ? | ? | ? | -1%[172 µM]
22. N#Cc1nn(-c2c(Cl)cc(C(F)(F)F)cc2Cl)c(N)c1S(=O)C(F)(F)F (stereo not drawn)
→ -24%[23.9 µM] | i | -41* | / | / | 23%[25.6 µM] | /
23. c1ccc2c(c1)OCC(C1=NCCN1)O2 (stereo not drawn)
→ ? | ? | -44* | / | / | -27% | /
24. CCn1cc(C(=O)N2C[C@H](c3cccc(OC)c3)[C@@H]3[C@H]2C2CCN3CC2)cn1
→ 2% | i | -4 | i | -6% | -15% | 6%
25. NCCc1ccc(O)cc1
→ 7% | 4%&-10% | -6 | / | / | ? | /
26. O=C(CCCN1CCC(n2c(=O)[nH]c3ccccc32)CC1)c1ccc(F)cc1
→ 15%[23.9 µM] | 3% | -2 | / | / | 26%[25.6 µM] | /
27. O=C1NCc2ccccc2CC12CCCN(Cc1ccccn1)C2 (stereo not drawn)
→ -3% | -27% | 2 | 1% | i | 11% | /
28. COc1cc2c(cc1Oc1ccccc1)NC(=O)C21CCN(CCC(C)C)CC1
→ -18%[87.6 µM] | -8%[88.5 µM] | -19 | ? | ? | -14%[87.6 µM] | 1%[172 µM]
29. O=C(NC1CCCCC1)[C@H]1CN2CCC1C[C@@H]2Cn1cc(COc2ccccc2)nn1 (stereo partly drawn)
→ 3%[87.6 µM] | 1%[88.5 µM] | 8 | -20%[174 µM] | -4%[172 µM] | 7%[87.6 µM] | -9%[172 µM]
30. CN(CCc1ccccn1)C[C@H]1CN2CC[C@H]1C[C@@H]2CNC(=O)c1ccco1
→ 4%[87.6 µM] | -9%[88.5 µM] | -10 | -17%[174 µM] | -11%[172 µM] | -19%[87.6 µM] | 2%[172 µM]
31. COc1ccc(-c2cc([C@H]3CN4CC[C@H]3C[C@@H]4CNC(=O)c3ccc4c(c3)OCO4)n(C)n2)cc1
→ 4% | 0% | -8 | ? | ? | 2% | 9%
32. COC[C@H]1C[C@@H](NC2CCN(C)CC2)[C@H](O)[C@@H]1O
→ 4%[87.6 µM] | ? | 2 | -14%[138 µM] | -8%[172 µM] | 13%[87.6 µM] | -15%[172 µM]
33. COc1cc2c(cc1Oc1cccc(N(C)C)c1)NC(=O)C21CCN(Cc2cccc(O)c2)CC1
→ -14% | 1% | -18 | ? | 25µM* | -10% | -24%
34. Cc1cccc(OCC(=O)N2C[C@@H](CO)[C@H](N(C)C)C2)c1
→ -18% | i | 1 | i | -3% | 16% | -4%
35. O=C1NC2(CCN(Cc3cccnc3)C2)COc2ccccc21 (stereo not drawn)
→ 4%[87.6 µM] | i | 8 | 35µM* | 79µM* | 2%[87.6 µM] | -2%[172 µM]
36. COc1ncccc1-c1cnc2[nH]cc(CC(=O)N3CCN(C)CC3)c2c1
→ 2%[87.6 µM] | i | -5 | ? | -25%[172 µM] | 9%[87.6 µM] | -20%[172 µM]
37. COC1CC(O[C@H]2CC[C@]3(C)C4CC[C@]5(C)[C@@H](C6=CC(=O)OC6)[C@@H](OC(C)=O)C[C@]5(O)C4CC[C@@H]3C2)OC(C)C1O (stereo partly drawn)
→ -36%[23.9 µM] | i | -1 | / | / | / | /
38. O=c1ccc(-c2cccs2)c2n1C[C@H]1C[C@@H]2CN(S(=O)(=O)c2ccccc2)C1
→ 3%[87.6 µM] | -1%[88.5 µM] | 8 | -8%[174 µM] | -1%[172 µM] | -1%[87.6 µM] | 0%[172 µM]
39. CN1C(=O)[C@H]2CN(Cc3cccnc3)C[C@H]2C1=O
→ 2% | i | 3 | 1% | 6% | 0% | 13%
40. COc1cc2c(cc1Oc1ccccc1)NC(=O)C21CCN(c2nccs2)CC1
→ -7%[87.6 µM] | -12%[88.5 µM] | -18 | -13%[138 µM] | ? | -22%[87.6 µM] | -18%[172 µM]
41. CCOC(=O)[C@H]1CN(C(=O)c2ccc3c(c2)OCO3)[C@]2(C)C(=O)N(C)c3ccccc3[C@H]12
→ / | / | -3 | -19% | ? | / | /
42. Cn1nc(-c2ccc3ccccc3c2)cc1[C@H]1CN2CC[C@H]1C[C@@H]2CNS(=O)(=O)c1ccccc1
→ -18% | -8% | -5 | ? | 25µM* | ? | ?
43. CCn1cnc2c(Nc3cccc(Cl)c3)nc(N[C@@H]3CCCC[C@@H]3N)nc21
→ ? | i | / | / | / | ? | /
44. C=C[C@H]1CN2CC[C@H]1C[C@@H]2CNC(=O)Nc1cc(OC)cc(OC)c1
→ 2%[87.6 µM] | 4%[88.5 µM] | -2 | ? | -5%[172 µM] | 2%[87.6 µM] | 0%[172 µM]
45. Cc1ncc2c(n1)C[C@@H]1CC[C@H]2N1C(=O)c1cccs1
→ 4% | -4% | 14 | -5% | 1% | 11% | -6%
46. CCc1nnc2ccc(N3CCN(C)CC3)nn12
→ 5% | i | -4 | -23% | i | -6% | -2%
47. CN1CCN(c2nc3ccccc3nc2Cl)CC1
→ 0% | 1% | -4 | / | / | / | /
48. Cc1cccc(Cn2cccc(C(=O)Nc3ccc4c(c3)OCCO4)c2=O)c1
→ -5% | / | 40 | / | / | 66%[activator] | /
49. CC1C/C=C/C(O)C(O)CC/C=C/c2cc(O)cc(O)c2C(=O)O1 (stereo not drawn)
→ 10% | i | -13 | / | / | / | /
50. CCOC(=O)[C@H]1CN(C(=O)c2ccc(C)cc2)[C@]2(C)C(=O)Nc3ccccc3[C@H]12
→ 9%[23.9 µM] | 2%[27.3 µM] | 9 | -27%[46.1 µM] | ? | 10%[25.6 µM] | /
51. C=C[C@H]1CN2CC[C@H]1C[C@@H]2CNC(=O)c1ccc2c(c1)OCO2
→ -2%[87.6 µM] | 3%[88.5 µM] | -1 | ? | i | -15%[87.6 µM] | 1%[172 µM]
52. CC(C)CC(=O)N1[C@H]2CC[C@@H]1c1cnc(-c3ccc(F)cc3)nc1C2
→ -14% | -4% | 4 | ? | 20µM* | -11% | -7%
53. O=C(NC1CCCCC1)OC[C@H]1C[C@@H]2CCN1C[C@@H]2c1cc(C2CCCC2)nc(-c2ccncc2)n1
→ -19% | -21% | 10 | ? | ? | -26% | -25%
54. CN1CCN(C[C@H]2CN3CC[C@H]2C[C@@H]3CNS(=O)(=O)c2ccccc2)CC1
→ 3%[87.6 µM] | 2%[88.5 µM] | -18 | -23%[174 µM] | -4%[172 µM] | ? | -1%[172 µM]
55. CCCCN1[C@@H]2CC[C@H]1CC(OC(c1ccc(F)cc1)c1ccc(F)cc1)C2 (stereo partly drawn)
→ 21% | i | -12 | / | / | / | /
56. CCCN(CCC)[C@H]1CCc2c(F)ccc(O)c2C1
→ 2% | -4% | / | / | / | -4% | /
57. COc1ccc(NC(=O)CN2C(=O)C(C)N=C(c3ccccc3F)c3cc(Cl)ccc32)c(OC)c1 (stereo not drawn)
→ -13% | / | -6 | / | / | ? | /
